PLC-beta3 inh: blocks human PLC-beta3 enzyme activity. Q01970. Purified PLC-beta3, fluorogenic substrate, fluorescence. inhibition, % at 12.2 µM. actives 0.18% (n = 370,000). AID 720704; in the data active = inhibition above about 11%;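 also: 0% = median of compound wells on plate and 100% = full blocker control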
DAX1 inh-1: inhibitors of human orphan nuclear receptor DAX1 (NR0B1) | actives 0.99% (n = 340,000) | P51843 | AID 504766 | HEK293 Gal4-DAX1 luciferase reporter, luminescence | inhibition, % at 6.75 µM;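 active = inhibition above the mean over all tested compounds plus 3 SD, cut at about 4.2% in these data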;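 also: 0% = DAX1-transfected cells with DMSO and 100% = empty-vector control cells with DMSO; inhibition shows as a rise in luminescence from relieved DAX1 repression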
Target sequence (P51843 207-470 limits assumed): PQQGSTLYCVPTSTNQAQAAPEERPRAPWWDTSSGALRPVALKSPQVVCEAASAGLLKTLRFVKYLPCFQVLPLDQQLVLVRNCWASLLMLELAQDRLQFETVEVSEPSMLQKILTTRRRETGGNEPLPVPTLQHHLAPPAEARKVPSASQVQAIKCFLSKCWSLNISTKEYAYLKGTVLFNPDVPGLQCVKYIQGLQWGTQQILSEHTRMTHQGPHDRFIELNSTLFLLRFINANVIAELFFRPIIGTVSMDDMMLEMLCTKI
ADAM17 inh: inhibitors of human ADAM17. P78536. recombinant ADAM17, EDANS/DABCYL FRET peptide cleavage. inhibition, % at 6.95 µM. actives 0.83% (n = 370,000);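 active = inhibition above the mean of compounds lying between control limits plus 3 SD, set per campaign, cut at about 8.5% in these data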;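 also: 0% = DMSO-only wells as the low control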
DAX1 inh-2: inhibitors of DAX1 repression of SF-1 activated StAR promoter | HEK293T StAR-luciferase reporter, SF-1/DAX-1 repression relief | inhibition, % at 6.8 µM | actives 1.1% (n = 370,000) | AID 652010;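 active = inhibition above the mean over all tested compounds plus 3 SD, cut at about 3.6% in these data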;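 also: 0% = DAX-1 cells with DMSO and 100% = cells lacking DAX-1 with DMSO; higher inhibition means more luminescence from relief of DAX-1 repression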
MBD2 inh: blocks human MBD2 binding to methylated DNA | inhibition, % at 4.4 µM | Q9UBB5 | actives 0.31% (n = 370,000) | AID 686964 | TR-FRET, MBD2 binding to methylated oligonucleotide; in the data active = inhibition above about 13%
Target sequence (Q9UBB5 whole entry, looked up): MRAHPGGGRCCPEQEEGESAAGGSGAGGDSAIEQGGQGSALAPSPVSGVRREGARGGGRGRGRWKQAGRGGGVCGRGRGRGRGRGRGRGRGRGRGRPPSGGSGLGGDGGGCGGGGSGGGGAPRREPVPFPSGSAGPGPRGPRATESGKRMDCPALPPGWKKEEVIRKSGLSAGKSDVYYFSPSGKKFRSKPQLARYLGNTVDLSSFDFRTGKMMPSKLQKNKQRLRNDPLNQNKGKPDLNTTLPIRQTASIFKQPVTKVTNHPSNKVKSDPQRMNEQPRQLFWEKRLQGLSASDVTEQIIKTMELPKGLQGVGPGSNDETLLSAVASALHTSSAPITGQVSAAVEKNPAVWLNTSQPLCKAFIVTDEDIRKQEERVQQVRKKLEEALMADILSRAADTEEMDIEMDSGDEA
hcDAF12 agonist: activators of H. contortus DAF-12 nuclear receptor; activation, % at 6.8 µM; HEK293 hcDAF-12 lit1-tk-luc reporter, luminescence; 0% DMSO, 100% Δ7-dafachronic acid; actives 1.4% (n = 370,000);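 active = activation above the mean of all tested compounds plus 3 SD, cut at about 5.5% in these data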;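 also: 100% = response to 3 µM Δ7-dafachronic acid high control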
PLCg1 inh: inhibitors of human phospholipase C gamma1; P19174; purified PLC-gamma1, fluorogenic substrate, fluorescence; inhibition, % at 12.2 µM; actives 0.84% (n = 370,000); in the data active = inhibition above about 9.5%
Rev-erbA mod: modulators of human Rev-erb alpha DNA binding | Rev-erbα–FITC-DNA binding, fluorescence polarization, 90 min | activity, % at 10 µM | actives 0.79% (n = 370,000);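 active = activity above about 14%, limit read from the data; passing the limit was not always enough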;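 also: 0% = DMSO wells with 35 nM protein and 100% = DMSO wells with 750 nM protein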
hgDAF12 agonist: agonists of H. glycines DAF-12 nuclear receptor; HEK293 GAL4-hgDAF12 UAS-luciferase reporter, agonist luminescence; normalized to butyrate control; activation, % at 6.8 µM; actives 1.8% (n = 370,000); AID 687014;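 active = activation above a cutoff set at the mean of all screened compounds plus 3 SD, cut at about 10% in these data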;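 also: 0% = DMSO wells and 100% = sodium butyrate wells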
ssDAF-12 act: S. stercoralis DAF-12 activation, primary screen; actives 1% (n = 370,000); HEK293 ssDAF-12/GRIP1 lit1-tk-luc reporter, luminescence; % of 3 µM dafachronic acid response; activation, % at 6.8 µM;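 active = activation above the mean over all tested compounds plus 3 SD, cut at about 0.9% in these data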;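 also: 0% = DMSO-only wells and 100% = 3 µM delta7-dafachronic acid wells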
SMARCA2 activ: activators of SMARCA2 function; actives 1% (n = 370,000); activation, % at 9.1 µM; AID 652017; MG213 cells, MMTV-luciferase reporter, dexamethasone, overnight; in the data active = activation above about 7.8%;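 also: 0% = vehicle wells and 100% = reference activator wells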
Active calls of the source: *.

Screening NC(=O)C1CCN(C(=O)C(=O)c2cn(CC(=O)N3CCCCCC3)c3ccccc23)CC1 returned PLC-beta3 inh -5.3, DAX1 inh-1 0.4, ADAM17 inh -4.2, DAX1 inh-2 0.2, MBD2 inh -3.5, hcDAF12 agonist 1.4, PLCg1 inh -4.1, Rev-erbA mod 6.1, hgDAF12 agonist 0.0, ssDAF-12 act -0.5 and SMARCA2 activ 0.4.
`Cc1ccccc1OCCC(=O)OCC(=O)NC(=O)c1ccccc1` gave PLC-beta3 inh -2.0, DAX1 inh-1 -0.3, ADAM17 inh 1.8, DAX1 inh-2 0.7, MBD2 inh 3.8, hcDAF12 agonist 0.7, PLCg1 inh -4.9, Rev-erbA mod -2.7, hgDAF12 agonist 1.1, ssDAF-12 act -1.4 and SMARCA2 activ 0.7.
Screening CC(C)OC(=O)c1cccnc1SCc1cc(=O)n2ccccc2n1 returned PLC-beta3 inh -26.7, DAX1 inh-1 -1.0, ADAM17 inh -8.2, DAX1 inh-2 0.1, MBD2 inh -3.0, hcDAF12 agonist 2.3, PLCg1 inh -17.4, Rev-erbA mod 7.2, hgDAF12 agonist 4.1, ssDAF-12 act 0.9 and SMARCA2 activ -0.4.
For Cc1cc(C)c(C(=O)COc2cccnc2[N+](=O)[O-])cc1C the results were PLC-beta3 inh -5.0, DAX1 inh-1 -0.1, ADAM17 inh -0.2, DAX1 inh-2 0.3, MBD2 inh -0.2, hcDAF12 agonist -1.3, PLCg1 inh -4.0, Rev-erbA mod 4.7, hgDAF12 agonist -3.7, ssDAF-12 act -0.8 and SMARCA2 activ 1.4.
`c1ccc(CN2CCOCCOCCOCCOCCOCCOCC2)cc1` gave PLC-beta3 inh 0.2, DAX1 inh-1 0.9, ADAM17 inh 2.2, DAX1 inh-2 -0.4, MBD2 inh 2.9, hcDAF12 agonist -1.0, PLCg1 inh 0.4, Rev-erbA mod -3.8, hgDAF12 agonist 0.8, ssDAF-12 act -1.7 and SMARCA2 activ 0.6.
For O=C(c1cccc([N+](=O)[O-])c1)N1CCN(C(=O)c2ccco2)CC1 the results were PLC-beta3 inh 4.0, DAX1 inh-1 0.2, ADAM17 inh -2.9, DAX1 inh-2 0.5, MBD2 inh -1.4, hcDAF12 agonist 1.5, PLCg1 inh 1.2, Rev-erbA mod -3.1, hgDAF12 agonist 0.3, ssDAF-12 act -1.2 and SMARCA2 activ -0.7.
Screening Cc1cc(Cl)ccc1OCCCC(=O)NCCN1C(=O)S/C(=C\c2cccnc2)C1=O returned PLC-beta3 inh -2.2, DAX1 inh-1 -1.3, ADAM17 inh -2.7, DAX1 inh-2 0.1, MBD2 inh 5.4, hcDAF12 agonist -0.7, PLCg1 inh 0.1, Rev-erbA mod -2.6, hgDAF12 agonist 1.2, ssDAF-12 act -1.6 and SMARCA2 activ -3.0.
For CCN1C(=O)C(=O)N(CC(=O)Nc2ccccc2OC(F)F)C1=O the results were PLC-beta3 inh -8.1, DAX1 inh-1 0.0, ADAM17 inh -2.6, DAX1 inh-2 1.0, MBD2 inh -1.0, hcDAF12 agonist 2.3, PLCg1 inh -0.2, Rev-erbA mod -0.4, hgDAF12 agonist 1.2, ssDAF-12 act -0.9 and SMARCA2 activ -1.3.
Screening COC(=O)c1c(NC(=O)Cc2ccccc2)sc(C)c1C returned PLC-beta3 inh -5.4, DAX1 inh-1 1.1, ADAM17 inh 2.4, DAX1 inh-2 -1.1, MBD2 inh -0.2, hcDAF12 agonist -2.7, PLCg1 inh 0.2, Rev-erbA mod -0.3, hgDAF12 agonist -0.7, ssDAF-12 act -1.7 and SMARCA2 activ -0.8.
Screening Cc1nc(SCC(=O)NCCN2C(=O)CSC2=O)nc(C)c1C returned PLC-beta3 inh -5.3, DAX1 inh-1 0.7, ADAM17 inh -4.0, DAX1 inh-2 1.2, MBD2 inh -3.5, hcDAF12 agonist 1.4, PLCg1 inh 4.1, Rev-erbA mod -4.1, hgDAF12 agonist 3.1, ssDAF-12 act -1.5 and SMARCA2 activ 1.1.
`CCCCCCP(=O)(O)c1ccccc1` gave PLC-beta3 inh 4.6, DAX1 inh-1 6.1*, ADAM17 inh -2.3, DAX1 inh-2 -0.4, MBD2 inh -0.1, hcDAF12 agonist -0.5, PLCg1 inh 7.4, Rev-erbA mod -5.0, hgDAF12 agonist -1.3, ssDAF-12 act -0.9 and SMARCA2 activ 0.3.
`Cc1ccc(Oc2cccc3c2S(=O)(=O)N([C@H](C)c2ccccc2)C[C@@H](COCc2ccccc2)O3)cc1` gave PLC-beta3 inh 1.8, ADAM17 inh -0.9, DAX1 inh-2 -0.6, MBD2 inh 0.6, hcDAF12 agonist -1.9, PLCg1 inh 2.1, Rev-erbA mod -3.4, hgDAF12 agonist -0.7, ssDAF-12 act -1.4 and SMARCA2 activ -2.8.
`COc1ccc(C(=O)c2ccccc2)c(OCC(=O)N(C)C)c1` gave PLC-beta3 inh -0.9, DAX1 inh-1 1.2, ADAM17 inh -1.4, DAX1 inh-2 -0.3, MBD2 inh -2.4, hcDAF12 agonist 0.6, PLCg1 inh -2.1, Rev-erbA mod -5.5, hgDAF12 agonist 0.2, ssDAF-12 act -1.5 and SMARCA2 activ -1.0.
`Cc1noc(C)c1CSc1nnc(-c2cccnc2)n1C1CCCCC1C` (stereo not drawn) gave PLC-beta3 inh 1.9, DAX1 inh-1 1.4, ADAM17 inh -2.1, DAX1 inh-2 -0.1, MBD2 inh -0.1, hcDAF12 agonist -1.7, PLCg1 inh -0.8, Rev-erbA mod -6.0, hgDAF12 agonist -1.1, ssDAF-12 act -1.0 and SMARCA2 activ -3.3.
`Cc1cc(NC(=O)C2CCN(S(=O)(=O)c3cnc[nH]3)CC2)ccc1Br` gave PLC-beta3 inh -88.5, DAX1 inh-1 -0.6, ADAM17 inh -0.9, DAX1 inh-2 -0.5, MBD2 inh 13.8*, hcDAF12 agonist -3.5, PLCg1 inh 2.9, Rev-erbA mod 3.7, hgDAF12 agonist -1.7, ssDAF-12 act -1.0 and SMARCA2 activ -0.7.
For COc1ccc(OC)c(S(=O)(=O)N2Cc3ccccc3CC2C(=O)O)c1 (stereo not drawn) the results were PLC-beta3 inh 1.4, DAX1 inh-1 -0.5, ADAM17 inh -4.4, DAX1 inh-2 0.4, MBD2 inh 5.5, hcDAF12 agonist 0.2, PLCg1 inh 0.8, Rev-erbA mod -2.0, hgDAF12 agonist -0.2, ssDAF-12 act -1.5 and SMARCA2 activ 0.1.
For O=C(CC(C(=O)O)c1ccc(Cl)cc1Cl)c1ccc(Cl)cc1 (stereo not drawn) the results were PLC-beta3 inh -7.2, DAX1 inh-1 1.3, ADAM17 inh 1.8, DAX1 inh-2 0.0, MBD2 inh -0.5, hcDAF12 agonist 5.9*, PLCg1 inh 5.3, Rev-erbA mod -0.2, hgDAF12 agonist 0.2, ssDAF-12 act -1.1 and SMARCA2 activ -2.0.
NC(=O)Cc1ccc(OCc2nn[nH]n2)cc1 was read as PLC-beta3 inh -4.9, DAX1 inh-1 1.4, ADAM17 inh -5.2, DAX1 inh-2 0.0, MBD2 inh 1.0, hcDAF12 agonist -0.4, PLCg1 inh 0.2, Rev-erbA mod 0.3, hgDAF12 agonist 0.1, ssDAF-12 act 0.2 and SMARCA2 activ -2.4.
For CCCCN1CC(COCc2ccccc2)Oc2cccc(Oc3ccccc3)c2S1(=O)=O (stereo not drawn) the results were PLC-beta3 inh 3.8, DAX1 inh-1 1.1, ADAM17 inh 1.3, DAX1 inh-2 0.6, MBD2 inh -2.0, hcDAF12 agonist -2.3, PLCg1 inh 0.9, Rev-erbA mod 3.2, hgDAF12 agonist -2.0, ssDAF-12 act -0.9 and SMARCA2 activ -2.5.
COc1cc(/C=C/C(=O)OCC(=O)Nc2sc3c(c2C#N)CCC(C)C3)ccc1OCC#N (stereo not drawn) was read as PLC-beta3 inh -6.4, DAX1 inh-1 -0.5, ADAM17 inh -1.8, DAX1 inh-2 -0.3, MBD2 inh 6.9, hcDAF12 agonist -2.0, PLCg1 inh -4.2, Rev-erbA mod 1.6, hgDAF12 agonist -0.9, ssDAF-12 act -1.9 and SMARCA2 activ -3.5.
O=C(NCCC1=CCCCC1)C1CCN(S(=O)(=O)c2ccccc2C(F)(F)F)CC1 was read as PLC-beta3 inh -2.1, DAX1 inh-1 -0.5, ADAM17 inh 2.6, DAX1 inh-2 1.5, MBD2 inh -0.7, hcDAF12 agonist 0.1, PLCg1 inh 5.4, Rev-erbA mod 2.9, hgDAF12 agonist 0.1, ssDAF-12 act -0.6 and SMARCA2 activ 2.1.
For COc1cc(/C=C2\C(=N)N3N=C(S(C)(=O)=O)SC3=NC2=O)ccc1OC(=O)c1ccco1 the results were PLC-beta3 inh -19.2, DAX1 inh-1 -1.0, ADAM17 inh -14.3, DAX1 inh-2 -0.2, MBD2 inh -1.7, hcDAF12 agonist -0.6, PLCg1 inh -9.0, Rev-erbA mod 4.4, hgDAF12 agonist 4.0, ssDAF-12 act -1.3 and SMARCA2 activ -1.1.
CCc1cc(C(=O)N2CCCC(C(=O)c3ccc(OC)c(F)c3)C2)n(C)n1 (stereo not drawn) was read as PLC-beta3 inh -3.1, DAX1 inh-1 0.9, ADAM17 inh 1.2, DAX1 inh-2 -0.3, MBD2 inh -2.0, hcDAF12 agonist -1.3, PLCg1 inh 0.9, Rev-erbA mod 3.2, hgDAF12 agonist 2.5, ssDAF-12 act -1.2 and SMARCA2 activ -3.9.
Screening CCOC(=O)N1CCN(CCc2ccccc2)CC1 returned PLC-beta3 inh -3.9, DAX1 inh-1 1.7, ADAM17 inh -0.9, DAX1 inh-2 -0.7, MBD2 inh -1.5, hcDAF12 agonist -0.6, PLCg1 inh 1.5, Rev-erbA mod -0.6, hgDAF12 agonist 0.7, ssDAF-12 act -0.8 and SMARCA2 activ -1.0.
`Cc1ccccc1C(=O)N1CCN(C(c2ccccc2)c2ccccc2)CC1` gave PLC-beta3 inh -6.0, DAX1 inh-1 -2.7, ADAM17 inh 2.4, DAX1 inh-2 0.1, MBD2 inh -0.6, hcDAF12 agonist -2.1, PLCg1 inh -0.4, Rev-erbA mod 3.6, hgDAF12 agonist -0.6, ssDAF-12 act -1.4 and SMARCA2 activ 0.3.
Screening Cc1ccc(NC(=O)c2ccco2)c(NC(=O)C2CCCO2)c1 (stereo not drawn) returned PLC-beta3 inh 2.8, DAX1 inh-1 -0.6, ADAM17 inh 0.1, DAX1 inh-2 0.1, MBD2 inh -3.4, hcDAF12 agonist -1.4, PLCg1 inh -0.8, Rev-erbA mod -3.4, hgDAF12 agonist 2.5, ssDAF-12 act -1.2 and SMARCA2 activ 1.6.

As a short view, part of the list above:
Screening CCOC(=O)N1CCN(CCc2ccccc2)CC1 returned PLC-beta3 inh -3.9, DAX1 inh-1 1.7, ADAM17 inh -0.9, DAX1 inh-2 -0.7, MBD2 inh -1.5, hcDAF12 agonist -0.6, PLCg1 inh 1.5, Rev-erbA mod -0.6, hgDAF12 agonist 0.7, ssDAF-12 act -0.8 and SMARCA2 activ -1.0.
`Cc1ccccc1C(=O)N1CCN(C(c2ccccc2)c2ccccc2)CC1` gave PLC-beta3 inh -6.0, DAX1 inh-1 -2.7, ADAM17 inh 2.4, DAX1 inh-2 0.1, MBD2 inh -0.6, hcDAF12 agonist -2.1, PLCg1 inh -0.4, Rev-erbA mod 3.6, hgDAF12 agonist -0.6, ssDAF-12 act -1.4 and SMARCA2 activ 0.3.

Assay outcomes: PubChem, several laboratories

Rows were taken by chance; 7.4% or so of the library scored in one or more.
